# HCMV antiviral: blocks human cytomegalovirus replication. 4.5% of 410,000 active. activity change, negative = inhibition, % at 57.5 µM. HFF cells, HCMV-luciferase reporter, 72 h; hits give low values; in the data active = activity change below about -60%; inconclusive = no clear call, values can overlap the other calls; inactive = above about -39%
#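 Two-dose cell screen: HFF monolayers treated with compounds and infected with luciferase-expressing HCMV at 1 PFU/cell, 72 h at 37C, then lysed for luciferase measurement.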
# AmpC inh detg: AmpC beta-lactamase inhibition with detergent present. P00811. AmpC hydrolysis of nitrocefin, absorbance 480 nm, 0.01% Triton. Potency, µM (highest dose often 114 µM), without a hit: at the highest dose activity change, negative = inhibition, actives largely listed as inhibitors. 0.041% of 370,000 active. AID 485294;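 also: potency is read from the fitted curve at half-maximal effect; 0% = no-compound wells and -100% = no-enzyme wells; nearly all actives have a fitted effect of over 25% in size; some results filed as inactive show a strong effect at the top dose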
# Target sequence (P00811 whole entry, looked up): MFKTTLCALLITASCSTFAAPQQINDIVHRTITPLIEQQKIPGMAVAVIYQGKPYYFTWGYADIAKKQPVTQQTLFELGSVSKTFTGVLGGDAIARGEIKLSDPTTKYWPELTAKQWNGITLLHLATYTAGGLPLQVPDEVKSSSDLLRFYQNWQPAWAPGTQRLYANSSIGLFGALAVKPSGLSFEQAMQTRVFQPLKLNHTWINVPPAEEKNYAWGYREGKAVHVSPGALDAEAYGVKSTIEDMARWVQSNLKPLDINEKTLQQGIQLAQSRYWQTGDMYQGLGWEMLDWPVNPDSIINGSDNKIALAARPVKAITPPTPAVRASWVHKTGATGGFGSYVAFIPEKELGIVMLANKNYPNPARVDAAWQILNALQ
#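 AmpC (5.3 nM in the dispensed reagent) in 20 mM phosphate pH 7.0 with 0.01% (detergent screen) or 0.0001% Triton X-100 was preincubated with compounds for 15 min at room temperature. Nitrocefin was then added from an 800 uM solution, and hydrolysis was followed at 480 nm.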
# AMA1 RON2 block: inhibitors of Plasmodium falciparum AMA1-RON2 interaction; AlphaScreen AMA1-biotinylated RON2 peptide binding; Potency, µM (top dose mostly 58.2 µM), without a hit: at the top dose activity change, negative = inhibition, actives largely listed as inhibitors; 0.2% of 360,000 active;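 also: potency is read from the fitted curve at half-maximal effect; 0% = vehicle wells and -100% = peptide control; nearly all actives have a fitted effect of over 45% in size; some results filed as inactive show a strong effect at the top dose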
#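 AMA1 (3D7) with his tag at 25 nM final met compounds first, then biotinylated RON2 peptide at 25 nM; detection used donor plus acceptor beads, 10 µg/mL apiece, read by AlphaScreen after 30 min at room temperature.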
# FBPA Giardia inh: inhibitors of Giardia lamblia fructose-1,6-bisphosphate aldolase; 0.71% of 290,000 active; AID 2451; Potency, µM (doses to about 59.6 µM), for inactives: at the top dose activity, negative = inhibition, actives largely listed as inhibitors; purified Giardia FBPA; also: potency is read from the fitted curve at half-maximal effect; nearly all actives have a fitted effect of over 55% in size
# Target sequence (A8B2U2 whole entry, looked up): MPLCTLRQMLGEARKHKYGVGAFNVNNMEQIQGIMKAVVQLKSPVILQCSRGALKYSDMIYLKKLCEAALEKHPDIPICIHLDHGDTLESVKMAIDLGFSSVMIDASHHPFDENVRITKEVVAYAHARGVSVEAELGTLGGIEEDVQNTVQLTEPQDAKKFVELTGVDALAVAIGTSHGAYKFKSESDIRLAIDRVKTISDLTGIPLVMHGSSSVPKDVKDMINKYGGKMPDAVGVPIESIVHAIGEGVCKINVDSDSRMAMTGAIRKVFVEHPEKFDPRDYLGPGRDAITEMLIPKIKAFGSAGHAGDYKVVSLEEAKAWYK
#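 Giardia FBPA (40 nM reagent) was preincubated 10 min at RT with compound (up to 57.5 uM final), then substrate plus GAPDH/TPI/NAD/arsenate coupling system with diaphorase/resazurin was added; resorufin fluorescence (525/598 nm) was read after 20 min.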
# AmpC no deterg: inhibitors of E. coli AmpC beta-lactamase without detergent. P00811. AmpC nitrocefin hydrolysis, absorbance 480 nm, 0.0001% Triton. Potency, µM (series often up to 57.1 µM), for inactives: at the top dose activity change, negative = inhibition, usual class: inhibitors. 0.52% of 330,000 active. AID 485341;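 also: potency is read from the fitted curve at half-maximal effect; plate controls were no compound for no effect and no enzyme for full effect; nearly all actives have a fitted effect of over 20% in size; some results filed as inactive show a strong effect at the top dose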
#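 20 mM phosphate pH 7.0 + 0.01% (detergent screen) or 0.0001% Triton X-100; 5.3 nM AmpC reagent; cpd preinc 15 min RT; nitrocefin (800 uM stock) to start; A480 q20 s × 4 min; Activity was normalised to no-enzyme and no-compound control wells.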
# Sm TGR inh: inhibitors of Schistosoma mansoni thioredoxin glutathione reductase. Q962Y6. 3% of 360,000 active. AID 485364. Potency, µM (top dose mostly 114 µM), inactives show at the top dose activity change, negative = inhibition, most hits filed as inhibitors. purified TGR, DTNB reduction, TNB absorbance 405 nm; also: potency is read from the fitted curve at half-maximal effect; nearly all actives have a fitted effect of over 60% in size
#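 TGR 20 nM + NADPH 100 uM (dispensed conc.), cpd preinc 15 min RT; start with NADPH (500 uM addition) then DTNB (15 mM addition). Kinetic TNB absorbance, 405 nm filter. Four-parameter Hill fit across titration.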
# * marks the source's active call; other numbers are inactive results; u = inconclusive; x = no result given; & = joins results of further samples; [ ] = remark or other dose. Unless noted, calls follow the shape of the dose curve; as a rule, active = well fitted curve in the direction sought with a large enough effect; inconclusive = small, poorly fitted or top-dose-only effect, or another doubt; inactive = no such curve, though single readings can be large; an effect the other way counts as inactive or inconclusive. Unless noted, % is scaled to controls: 0 for no effect and ±100 for the full control effect. Compounds as they come, and some 7.8% of all compounds hit somewhere here.
nr	Compound	AmpC no deterg	AmpC inh detg	Sm TGR inh	HCMV antiviral	AMA1 RON2 block	FBPA Giardia inh
1	O=C(Nc1nc(-c2ccncc2)cs1)c1ccc(F)cc1	-39%	-1%	1%	-10	0%	2%
2	CCOc1nc2cnccc2n(CC(=O)Nc2ccccc2C(=O)OC)c1=O	-14%	-6%	3%	16	6%	x
3	O=C(NCc1ccco1)c1ccc(Cl)s1	-3%	-1%	-12%	-26	-6%	0%
4	O=C(NCc1nnnn1-c1ccc(F)c(F)c1)c1cc2ccccc2o1	-8%	u	-1%	-30	-13%	x
5	COc1ccc(NC(=S)Nc2ccccn2)cc1	-37%	4%	u	32	14%	-6%
6	Cc1nn2c(=O)cc(COC(=O)c3ccc(NC(=O)c4cccc(Br)c4)cc3)nc2s1	x	-3%	-1%	11	x	x
7	Cc1c(CCO)c(=O)n(C)n1C(=O)c1ccc(Cl)cc1	-31%	-7%	4%	-8	-9%	-3%
8	COc1ccccc1Cn1c(=S)[nH]c2cc(C(=O)NCCCN3CCOCC3)ccc2c1=O	99%[activator]	1%	0%	-34	44%[activator]	u
9	COCCCNC(=O)CN1C(=O)c2c(c3ccccc3n2C)C1c1ccc(OC)cc1 (centres undefined)	x	1%	5%	u	x	x
10	CCCCSc1nc(C)cc(C)c1S(=O)(=O)c1ccccc1C	-21%	u	10%	-30	63%[activator]	7%
11	CC(C)c1ccc(-c2nnc3n(CCc4ccccc4)c(=O)c4ccccc4n23)cc1	x	23%	44%[activator]	16	x	x
12	Cc1ccccc1NC(=O)CSc1nnc(-c2ccoc2C)n1CCc1ccccc1	19%	-3%	-18%	-20	-14%	8%
13	Cc1cccc(NCC(=O)N/N=C\c2cccn2C)c1	1%	-6%	11%	18	-3%	-4%
14	COc1ccc(OC)c(CCNc2nc3ccccc3c3nc(-c4cccnc4)nn23)c1	x	-3%	-7%	-6	x	x
15	O=C(NNc1c2ccccc2nc2ccccc12)C(O)c1ccccc1 (centres undefined)	u	-1%	0%	0	-4%	-3%
16	CCCCN(CCCC)S(=O)(=O)c1ccc(NC(=O)Cc2cccs2)cc1	u	-11%	-16%	-7	4%	11%
17	CCCC(=O)NC(c1ccc(OC)cc1)c1c(O)ccc2ccccc12 (centres undefined)	-47%	0%	-14%	27	-1%	-3%
18	CCCCOc1ccc(CN2C(=O)C(=O)c3cc(Br)cc(C)c32)cc1OC	x	14%	6%	-102*	x	x
19	COc1ccc(NC(=O)N(Cc2ccc3c(c2)OCO3)C2CC(=O)N(c3ccc(OC)cc3)C2=O)cc1 (centres undefined)	1%	1%	3%	-3	4%	2%
20	Cc1nc(NC(=O)c2ccco2)sc1-c1csc(Nc2ccc(Cl)cc2)n1	-33%	-7%	5%	u	9%	0%
21	CCOc1ccc(C(=O)NC(C(=O)NCc2ccccn2)C(C)C)cc1 (centres undefined)	-11%	1%	-1%	36	-14%	1%
22	Cc1ccc(NC(=O)c2ccco2)cc1C	-9%	-5%	2%	213	-6%	-2%
23	CN1CCC(=O)N([C@H](CN=[N+]=[N-])Cc2ccccc2)CC1	-9%	-18%	0%	-5	-4%	1%
24	COc1ccc(/C=N/Nc2ccc([N+](=O)[O-])cc2S(=O)(=O)N2CCN(C)CC2)cc1	-9%	-20%	-8%	u	31%[activator]	-1%
25	COc1ccc(CNC(=O)C2=CC(c3ccc(C)cc3)=NS(=O)(=O)N2C)cc1	-38%	-15%	10%	-4	-6%	-10%
26	CCc1nc(N[C@@H](Cc2c[nH]c3ccccc23)C(=O)O)c2oc3ccccc3c2n1	-28%	u	u	35	-7%	13%
27	O=C(CNC(=O)c1[nH]cnc1C(=O)NC(c1ccccc1)c1ccccc1)OCc1ccccc1	-26%	-24%	-4%	-5	150%[activator]	18%
28	CCc1ccc(S(=O)(=O)c2cn(Cc3ccccc3)c3cc(N4CCCC4)c(F)cc3c2=O)cc1	x	-7%	3%	-4	x	x
29	O=C1CC(c2cccc(Oc3ccccc3)c2)NC(=O)N1 (centres undefined)	-1%	-12%	-26%[11.4 µM]	-16	-7%	-1%
30	O=c1[nH]c2cc3c(cc2cc1CN(Cc1nnnn1CC1CCCO1)C1CCCCC1)OCO3 (centres undefined)	-31%	4%	u	69	-2%	-4%

# Quoted at random: 4 compounds from above
nr	Compound	AmpC no deterg	AmpC inh detg	Sm TGR inh	HCMV antiviral	AMA1 RON2 block	FBPA Giardia inh
1	O=C(Nc1nc(-c2ccncc2)cs1)c1ccc(F)cc1	-39%	-1%	1%	-10	0%	2%
7	Cc1c(CCO)c(=O)n(C)n1C(=O)c1ccc(Cl)cc1	-31%	-7%	4%	-8	-9%	-3%
23	CN1CCC(=O)N([C@H](CN=[N+]=[N-])Cc2ccccc2)CC1	-9%	-18%	0%	-5	-4%	1%
12	Cc1ccccc1NC(=O)CSc1nnc(-c2ccoc2C)n1CCc1ccccc1	19%	-3%	-18%	-20	-14%	8%

# Next compounds:
nr	Compound	AmpC no deterg	AmpC inh detg	Sm TGR inh	HCMV antiviral	AMA1 RON2 block	FBPA Giardia inh
31	COCC(C)n1c(C)cc(C(=O)COC(=O)c2ccc3c(c2)NC(=O)CS3)c1C (centres undefined)	49%	1%	-1%	u	15%	-9%
32	N#Cc1cccc(NC(=O)COC(=O)CCc2ccc(S(=O)(=O)N3CCOCC3)cc2)c1	-20%	0%	-1%	103	-15%	x
33	CCCOC(=O)C(C)n1c(-c2ccccc2)nc2ccccc2c1=O (centres undefined)	-1%	5%	12%	-4	-21%	0%
34	COC(=O)C(NC(=O)c1ccc(OC)cc1)(Nc1ncc(S(=O)(=O)c2ccc([N+](=O)[O-])cc2)s1)C(F)(F)F (centres undefined)	-42%	-11%	-12%	x	-5%	-10%
35	CCOC(=O)c1sc(NC(=O)Nc2ccc(Cl)cc2)cc1C	-44%	-7%	3%	u	-6%	-7%
36	COc1ccc(/C=C(/NC(=O)c2ccccc2)C(=O)NCCN2CCOCC2)cc1OC	-12%	3%	-8%	-7	9%	x
37	C=CCn1c(COc2ccc(Cl)cc2)nnc1SCC(=O)NCC(=O)OCC	112%[activator]	1%	-4%	92	0%	-3%
38	Cc1oc(-c2ccccc2)cc1C(=O)Nc1cccc(C(=O)O)c1	-21%	u	u	34	-8%	-8%
39	CCC(C)C(=O)Nc1nc(C)c(-c2csc(Nc3cc(Cl)ccc3OC)n2)s1 (centres undefined)	-30%	-7%	9%	u	1%	0%
40	Cn1c(SCC(=O)NCc2ccc(F)cc2)ncc(C(=O)Nc2ccccc2)c1=O	13%	-2%	2%	10	6%	x
41	CCOc1ccccc1Nc1nc2c(S(=O)(=O)c3ccc(C)cc3)nnn2c2ccsc12	x	0%	11%	7	x	x
42	COc1ccc(Cc2c(N)nc(C)nc2N)cc1	-8%	u	96%[activator]	-19	-11%	6%
43	COCCn1c(N/N=C(C)/C=C/c2ccccc2)nc2c1c(=O)[nH]c(=O)n2C	29%	-6%	25µM*	x	x	-5%
44	Cc1ccccc1NC(=S)N1CCCCCC1	6%	2%	-11%	-10	-3%	x
45	Cn1c(Cc2ccc3c(c2)OCO3)nnc1SCC(=O)NC1CCCC1	-11%	-5%	-17%	18	x	0%

# Single values from the list.
# cpd 12 @ AMA1 RON2 block = -14%
# cpd 2 @ Sm TGR inh = 3%
# cpd 37 @ AmpC inh detg = 1%
# cpd 16 @ FBPA Giardia inh = 11%

# New compounds follow:
nr	Compound	AmpC no deterg	AmpC inh detg	Sm TGR inh	HCMV antiviral	AMA1 RON2 block	FBPA Giardia inh
46	Cc1ccc(S(=O)(=O)NC2CC(C)(C)NC(C)(C)C2)cc1C	-15%	u	-9%	19	-12%	6%
47	COCCN(C(=O)CNC(=O)c1ccco1)C(C(=O)NC1CCCCC1)c1cccs1 (centres undefined)	-8%	-1%	-5%	7	0%	3%
48	COc1ccc(NC(=O)CC(Cc2ccc(Cl)cc2)C(=O)O)cc1 (centres undefined)	-10%	3%	-15%	25	0%	6%
49	O=C(CCCN1C(=O)c2cccc3cccc(c23)C1=O)NCc1ccco1	-6%	-4%	0%	-89*	7%	3%
50	NS(=O)(=O)c1ccc(N/N=C/c2ccc(C(=O)O)cc2)c([N+](=O)[O-])c1	-20%	-9%	-1%	-25	-5%	0%
51	C1=CCC(/C=N/n2cnnc2)CC1 (centres undefined)	-11%	0%	2%	28	4%	8%
52	Cc1ccccc1NC(=O)Cn1nnc(C(=O)NCc2ccco2)c1N	-43%	-13%&2%	-8%&7%	-31&-4	5%	1%
53	Cc1ccc(-c2nnn(CC(=O)N(c3ccc4c(c3)OCCO4)C(C(=O)NCC3CCCO3)c3ccc(F)cc3)n2)o1 (centres undefined)	59%	2%	0%	-16	-7%	-1%
54	NS(=O)(=O)c1ccc(CNC(=O)C2CCCCC2)cc1	-5%	2%	5%	33	-6%	3%
55	COc1ccccc1C(=O)Nc1ccccc1OCc1cc(=O)n2ccccc2n1	x	18%	8%	-13	x	x
56	NC(=S)NN=C1c2cc(OCCN3CCOCC3)ccc2-c2ccc(OCCN3CCOCC3)cc21	199%[activator]	-11%	-2%	x	-11%	11%
57	CCOC(=O)[C@H]1[C@H]2COc3ccccc3[C@@H]2N2C(=O)c3cc(C)ccc3NC(=O)[C@@]12C	-31%	1%	0%	-6	-4%	x
58	Nc1nnc(SCC(=O)c2ccc([N+](=O)[O-])cc2)s1	51%	-3%	-20%	u	13%	-9%
59	COc1ccc(S(=O)(=O)N2CCCC(C(=O)N3CCOCC3)C2)cc1OC (centres undefined)	-9%	1%	-7%	3	18%	-4%
60	CCCCOc1ccccc1C(=O)NCCCCCC(=O)O	-20%	u	3%	-6	-7%	18%
61	Cc1cccc(OCC(=O)N2CCN(C(=O)COc3ccc(Cl)cc3)CC2)c1	112%[activator]	9%	-20%	u	16%	x
62	O=C(Nc1ccc(CN2CCCCC2)cc1)Nc1ccc(Br)cc1Cl	-16%	10%	8%	-62*	5%	7%
63	CCn1cc(C(=O)O)c(=O)c2cnc(N3CCN(C(=S)NC(=O)c4ccc(F)c(F)c4)CC3)nc21	-7%	u	-3%	29	27%	10%

# Record cards, as listed above. Order of values: AmpC no deterg | AmpC inh detg | Sm TGR inh | HCMV antiviral | AMA1 RON2 block | FBPA Giardia inh
# CCOc1ccc(C(=O)NC(C(=O)NCc2ccccn2)C(C)C)cc1 (centres undefined) is listed as -11% | 1% | -1% | 36 | -14% | 1%
# COC(=O)C(NC(=O)c1ccc(OC)cc1)(Nc1ncc(S(=O)(=O)c2ccc([N+](=O)[O-])cc2)s1)C(F)(F)F (centres undefined) is listed as -42% | -11% | -12% | x | -5% | -10%
# Cc1ccccc1NC(=O)CSc1nnc(-c2ccoc2C)n1CCc1ccccc1 is listed as 19% | -3% | -18% | -20 | -14% | 8%
# Cc1ccc(-c2nnn(CC(=O)N(c3ccc4c(c3)OCCO4)C(C(=O)NCC3CCCO3)c3ccc(F)cc3)n2)o1 (centres undefined) is listed as 59% | 2% | 0% | -16 | -7% | -1%
# COCCN(C(=O)CNC(=O)c1ccco1)C(C(=O)NC1CCCCC1)c1cccs1 (centres undefined) is listed as -8% | -1% | -5% | 7 | 0% | 3%
